# Screening results: PubChem BioAssay, several laboratories
# HIV peptide binding – inhibitors of HIV fusion peptide binding, primary screen, biochemical, uHTS, fluorescence dequenching (AID 1986); cell-free peptide binding, fluorescence dequenching, 30 min; higher % means a stronger effect; one-dose inhibition, % at 20 µM; IC50 in µM for titrated hits; actives 0.3% (n = 290,000); in the data active = inhibition mostly above about 52%, no sharp cut-off; inactive = mostly below about 76%; also: some results filed as inactive read as strong as hits
# bCat nuc transl – alters nuclear translocation of beta-catenin in HeLa cells; immunofluorescence imaging; nuclear translocation activity, % at 5 µM; actives 0.3% (n = 190,000); AID 1665;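 active = nuclear translocation activity above 50% at 5 µM, with a well cell count of 50 or more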;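 also: per-cell ratio of nuclear to cytoplasmic median beta-catenin stain intensity; plate controls were DMSO negative control for no effect and GSK-3 inhibitor IX positive control for full effect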
#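 assay system = human HeLa cells, endogenous beta-catenin | times = compound treatment 24 h, 37°C, 5% CO2 | detection = Anti-beta-catenin immunofluorescence on PFA-fixed, Triton-permeabilized cells, DAPI nuclei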
# Autophagy HCS – autophagy modulation, high-content screen; actives 0.98% (n = 190,000); AID 463193; calls only at 10 µM (by protocol); MEF GFP-LC3 puncta imaging; test concentration mostly 10 µM;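 active = percentage of spot-positive cells more than 3 SD above its plate mean, without a fluorescence outlier flag or 80% toxicity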;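 also: spot-positive cell cutoff set from DMSO-treated cells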
# Insulin prom up – MIN6 insulin promoter up-regulation; MIN6 insulin promoter-GFP reporter, high-content imaging; hits give high values; AID 1625; z-score at 5 µM; actives 0.3% (n = 190,000);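 active = z-score above 3 at 5 µM with at least 500 cells counted in the well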
# AID2073 – inhibitors of Mint1-CaV2.2 protein interaction, biochemical, HTRF (AID 2073) | HTRF protein-protein interaction, Mint1-CaV2.2; higher % means a stronger effect | inhibition, % at 20 µM, or IC50 in µM where a hit was titrated | actives 0.19% (n = 290,000); in the data active = inhibition mostly above about 51%, no sharp cut-off; also: some results filed as inactive read as strong as hits
# Yfh1-depleted yeast – enhancers of respiration in Yfh1-depleted yeast, dose response, Friedreich's ataxia, plus single-dose screen (AID 1465) | S. cerevisiae Yfh1-off respiration, WST-1 reduction, 72 h; higher fold induction means a stronger effect | fold induction at 50 µM; hits with a dose series show EC50 in µM | actives 0.074% (n = 220,000);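 active = fold induction of absorbance versus untreated yeast above a set limit, then at least 30% activation at any dose in follow-up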;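 also: activators that raise dye reduction in frataxin-depleted yeast; strong numbers were not always called active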
# Dynein transport – blocks dynein driven cargo transport along microtubules | 3617.4 mouse cells, GR-EGFP nuclear translocation imaging; test concentration mostly 20 µM; stimulated with dexamethasone, 1 µM; hits give low values | z-score, hits read low | actives 0.47% (n = 220,000);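 active = plate z-score of nuclear minus cytoplasmic receptor signal below a set negative limit, without overly bright fluorescence or cell loss, cut at about -3.5 in these data, passing the limit was not always enough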;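 also: z-score of nuclear minus cytoplasmic ring GR-EGFP intensity difference per well; some compounds called inactive have numbers as strong as hits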
#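 Also added – dexamethasone, 1.0 µM final · Buffer or medium – tet-free, stripped-serum medium · Schedule – induction 48 h, compound 1 h, agonist 30 min · Detection – formaldehyde fixation, Hoechst nuclear stain, 10x automated fluorescence imaging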
# MT stabilize HCS – microtubule stabilization, imaging screen. HeLa tubulin immunostaining HCS, 24 h; share of cells brighter than vehicle mean+2SD. % tubulin-high responders, % at 10 µM. actives 0.83% (n = 200,000);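 active = plate Z-score above 3 for both tubulin-high and condensed-nucleus cell shares, with cell loss under 80%, at 10 µM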;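 also: anti alpha tubulin signal scored within the nucleus-defined area of each cell; some results filed as inactive read as strong as hits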
# WT yeast gro inh – growth inhibition of WT yeast, mitochondrial fusion screen. mitochondrial fusion phenotypic screen, WT strain. actives 2.1% (n = 190,000). inhibition, % at 10 µM; in the data active = inhibition above about 58%; tested in S. cerevisiae
# WT yeast gro inh mutant strain – second read-out of WT yeast gro inh, no call of its own (marks repeat the call); inhibition, %; mitochondrial fusion phenotypic screen, mutant strain inhibition
# Dynein transport cytoplasmic EGFP – also measured in Dynein transport; calls as there; z-score; measured here: cytoplasmic GR-EGFP intensity; hits give high values
# Dynein transport nuclear GR-EGFP – second read-out of Dynein transport, no call of its own (marks repeat the call); z-score; measured here: nuclear GR-EGFP intensity;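 lower value marks the stronger effect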
# Dynein transport cell count – also measured in Dynein transport; calls as there; z-score; measured here: cell count per field
# Insulin prom up cell count – further read-out of Insulin prom up, marked with its call; cell count; measured here: cytotoxicity, nuclei count;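 total cells summed across four imaged fields per well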
# bCat nuc transl cell count 5 µM – recorded beside bCat nuc transl, whose call it bears; cell count; measured here: cell count, cytotoxicity flag
# MT stabilize HCS Hoechst-high % – further read-out of MT stabilize HCS, marked with its call; % Hoechst-high responders; measured here: nuclear condensation Hoechst responders;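 share of cells brighter than vehicle mean plus two SD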
# MT stabilize HCS cytotoxicity % – also measured in MT stabilize HCS; calls as there; toxicity, %; measured here: cytotoxicity by cell density;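 0% = mean cell density of plate MIN control wells and 100% = no cells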
# Autophagy HCS cell loss 18 h – also measured in Autophagy HCS; calls as there; toxicity, %; measured here: cell loss, nuclei count;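 cell loss after 18 h compound exposure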
# * = called active by the depositor; i = inactive; x = no result given.
SMILES	HIV peptide binding	bCat nuc transl	bCat nuc transl cell count 5 µM	Autophagy HCS	Autophagy HCS cell loss 18 h	Insulin prom up	Insulin prom up cell count	AID2073	Yfh1-depleted yeast	Dynein transport	Dynein transport cytoplasmic EGFP	Dynein transport nuclear GR-EGFP	Dynein transport cell count	MT stabilize HCS	MT stabilize HCS Hoechst-high %	MT stabilize HCS cytotoxicity %	WT yeast gro inh	WT yeast gro inh mutant strain
CC1=NN(c2ccc(C)cc2)C(=O)/C1=C\c1ccc(Br)s1	0.1%	-2.2	1123	i	-6	0.93	1484	13%	i	-0.41	-0.26	-0.13	1.3	2.9	2.4	7.6	3	-6
O=C(O)CC(C(=O)NC1CCCCC1)C1CCCO1 (stereo not drawn)	0.2%	-5.4	1032	i	-3	0.02	1302	-4%	i	1.1	-0.052	0.72	0.48	2.9	2.4	6.4	-4	-5
Cc1ccc(-c2n[nH]c(=O)c3ccccc23)cc1S(=O)(=O)Nc1ccccc1	-2.6%	3.3	1033	i	-2	-0.48	1388	1%	i	0.53	0.2	0.68	-1.4	5.2	6.8	1.2	-2	-13
Cc1ccc(OCC(=O)Nc2ccc(S(=O)(=O)Nc3ccccn3)cc2)cc1C	-0.1%	2.9	1107	i	1	0.3	1198	0%	i	0.36	-0.37	-0.46	0.62	2.3	1.5	1.0	-2	3
CCN(CC)CCOC(=O)c1cccc(OC)c1	-2.1%	x	x	i	-5	0.85	1297	-3%	i	0.7	-0.25	0.51	-0.2	4.3	1.6	0.2	-2	-18
COc1cc(/C=C(\C#N)C(=O)NCC2CCCO2)ccc1OCC(N)=O (stereo not drawn)	-0.3%	-2.1	994	i	20	0.11	1576	-4%	i	0.14	-0.2	0.12	0.71	1.6	1.3	4.4	-6	-6
COc1cc(C(=O)Nc2cc(C)c(OCC(=O)N3CCOCC3)c(C)c2)cc(OC)c1OC	-3.0%	0.9	810	i	-5	-0.06	1202	1%	i	4.6	-0.088	2.6	-2.3	2.0	1.0	8.8	12	0
Cc1ccc(SCCCn2cncn2)cc1	-0.3%	-0.4	1047	i	5	-0.61	1266	-2%	i	-0.68	-0.25	-0.091	0.28	2.2	0.5	26	-1	6
CN(C)S(=O)(=O)c1ccc(C(=O)OCC(=O)c2ccc(OC(F)F)cc2OC(F)F)cc1	35%	-2.1	878	i	15	-0.3	1186	7%	i	-0.35	0.17	-0.1	1.1	1.7	1.7	7.4	7	13
N#Cc1c(N)nc2c(c1N)CC(CO)O2 (stereo not drawn)	-2.4%	3.2	1335	i	13	0.56	1545	-3%	x	-0.11	-0.24	0.63	0.9	2.0	1.5	10	-11	-10
CCOC(=O)c1ccc(N2C(=O)c3n[nH]c(C)c3C2c2ccc(OC)cc2OC)cc1 (stereo not drawn)	3.3%	-1.8	1194	i	-1	-1.8	694	3%	i	-0.035	-0.26	0.66	0.98	2.8	2.2	14	0	0
C=CC[n+]1c(-c2ccc(OCC)cc2)csc1NNC(=O)Nc1ccccc1	0.0%	-3.6	1215	i	-1	x	x	-18%	i	-0.75	-0.18	-0.085	0.55	1.8	1.6	8.2	38	19
Cn1cc(CCNC(=O)CC2C(=O)NCCN2Cc2cccc(Oc3ccccc3)c2)cn1 (stereo not drawn)	1.7%	1.1	915	i	13	x	x	6%	i	1.3	0.13	1	-2.7	4.6	2.4	5.1	-2	3
CC(=O)N(C(C)=O)c1c(C#N)c(C)n(-c2ccccc2)c1C(=O)c1ccccc1	1.8%	x	x	i	-3	-0.24	1148	-2%	i	0.67	-0.23	0.59	0.65	1.9	1.6	0.3	27	16
CCOc1ccc(S(=O)(=O)n2ccc(C)n2)c2ccccc12	-0.8%	-2.3	1041	i	-57	0.31	1786	0%	i	0.71	0.36	0.74	-0.92	3.5	2.2	20	-3	1
O=C(O)CCC(=O)NC(c1ccccc1)c1ccccc1	-2.0%	0.4	1496	i	29	1.1	1483	-1%	i	0.0056	-0.33	-0.5	0.3	2.9	2.0	6.7	-7	-12
CN(C)/C=C/C(=C\C(=O)C(F)(F)F)Nc1ccc(C(F)(F)F)cc1	7.4%	0.9	927	i	4	-0.16	1582	4%	i	-0.18	-0.3	0.38	0.02	3.3	2.5	7.4	-20	10
CCOC(=O)N1CCC(=NNC(=O)c2cc3ccccc3cc2O)CC1	60%	1.9	941	i	-4	0.18	1418	61%	i	1.8	-0.12	0.59	-1.5	3.3	2.4	2.7	13	-17
Cc1ccc(S(=O)(=O)Nc2csc(C)c2C(=O)O)cc1	14%	-2.9	1141	x	x	0.4	1415	18%	i	-0.69	-0.21	-0.3	0.51	x	x	x	x	x
CCc1c(O)cc(=O)n(-c2ccccc2)c1-c1ccccc1	12%	-0.7	889	i	2	0.2	1308	23%	i	0.46	-0.25	0.29	-0.79	3.2	2.0	6.8	-6	-8
COc1ccc(CC(=O)Nc2ccc(N3CCCCC3)cc2)cc1	-2.3%	-6.2	1167	i	4	-0.11	1094	2%	i	0.17	-0.19	0.17	-0.51	3.9	2.7	9.1	-14	-9
CCc1ccc(NC(=O)CNC(=O)c2cn(-c3ccccc3OC)c(=O)c3ccccc23)cc1	-0.6%	x	x	i	-14	1.3	825	-1%	i	0.19	-0.23	0.32	0.48	1.7	1.1	5.7	7	16
N#Cc1c(SCC(=O)Nc2nccs2)nc2c(c1-c1ccco1)CCCC2	9.4%	2.1	991	i	-5	0.81	859	8%	i	-0.35	-0.2	-0.29	0.49	1.6	2.4	5.8	-4	-3
Cc1cccc(NC(=O)c2ccc(S(=O)(=O)N3CCOCC3)cc2)n1	0.0%	-0.9	1169	i	6	-0.31	1121	-5%	i	-0.23	-0.23	-0.23	-0.16	3.8	1.7	9.6	1	7
O=c1cc(CSc2nnnn2-c2ccccc2)[nH]c2[nH]n(-c3ccccc3)c(=O)c12	49%	-0.1	1026	i	5	-0.39	1248	-6%	i	0.16	-0.25	-0.61	0.48	2.9	1.7	8.2	-2	-9
CCOC(=O)C[N+](CC)(CC)CC#Cc1ccccc1	-1.6%	-1.1	1006	i	-6	x	x	4%	i	-0.8	-0.33	-0.79	1.2	0.8	2.9	3.0	-11	2
CC(=O)Nc1ccc(NC(=O)C2CC(=O)N(Cc3ccccc3)C2)cc1 (stereo not drawn)	2.4%	-1.7	1113	i	-7	-0.8	1394	-5%	x	-0.48	-0.21	-0.2	0.3	3.9	1.6	7.4	-10	4
COC(=O)CCN(C(=O)c1ccc(Cl)c([N+](=O)[O-])c1)c1ccccn1	0.7%	0.1	1285	x	x	-0.3	1019	-3%	i	-0.24	-0.21	0.33	-0.19	x	x	x	x	x
CCC1CCCCN1C(=O)CSc1nc(N)cc(N)n1 (stereo not drawn)	-1.0%	-0.5	1511	i	-13	0.24	1498	-4%	i	0.27	-0.23	0.45	-0.64	2.8	1.0	6.4	-15	-12
O=C(CCc1nc2ccccc2s1)OCc1ccccc1	2.3%	x	x	i	-4	0.49	1261	2%	i	-0.034	-0.31	-0.36	0.17	2.4	3.1	5.0	-15	12
Cn1c(/C=C/c2cccc([N+](=O)[O-])c2)nc2ccccc2c1=O	0.5%	1.4	1579	i	-7	-0.25	1080	-20%	i	-1.6	-0.22	-0.87	0.53	1.7	2.4	3.8	-7	-16
O=C(CCN1CCN(c2ccccc2)CC1)Nc1ccccc1F	1.9%	0.1	1049	i	-7	-0.59	1314	1%	i	0.15	-0.27	0.083	0.88	3.3	2.3	7.2	6	-5
CCN(CC)CCCNC(=O)C1c2ccccc2C(=O)N(C)C1c1ccc(OC)cc1 (stereo not drawn)	1.9%	3.1	1336	i	12	-0.28	1251	10%	i	-0.27	-0.32	-0.042	0.07	4.8	3.0	4.4	6	-1
Cc1nc2ncnn2c(C)c1CCC(=O)N1CCCCC1	-0.8%	x	x	i	2	-1.3	910	12%	i	-1.2	-0.023	-0.69	0.72	1.8	2.5	9.8	-1	-8
O=C(COc1ccc(Cl)cc1)NCCCn1ccnc1	2.1%	-0.9	1139	i	-20	-0.8	921	-4%	i	-0.2	-0.32	0.06	0.033	5.0	2.8	11	4	-43

# Complete entries, quoted from the list. Screens in order: HIV peptide binding | bCat nuc transl | bCat nuc transl cell count 5 µM | Autophagy HCS | Autophagy HCS cell loss 18 h | Insulin prom up | Insulin prom up cell count | AID2073 | Yfh1-depleted yeast | Dynein transport | Dynein transport cytoplasmic EGFP | Dynein transport nuclear GR-EGFP | Dynein transport cell count | MT stabilize HCS | MT stabilize HCS Hoechst-high % | MT stabilize HCS cytotoxicity % | WT yeast gro inh | WT yeast gro inh mutant strain
# O=C(CCN1CCN(c2ccccc2)CC1)Nc1ccccc1F in the list: 1.9% | 0.1 | 1049 | i | -7 | -0.59 | 1314 | 1% | i | 0.15 | -0.27 | 0.083 | 0.88 | 3.3 | 2.3 | 7.2 | 6 | -5
# CCN(CC)CCCNC(=O)C1c2ccccc2C(=O)N(C)C1c1ccc(OC)cc1 (stereo not drawn) in the list: 1.9% | 3.1 | 1336 | i | 12 | -0.28 | 1251 | 10% | i | -0.27 | -0.32 | -0.042 | 0.07 | 4.8 | 3.0 | 4.4 | 6 | -1
# Cc1ccc(S(=O)(=O)Nc2csc(C)c2C(=O)O)cc1 in the list: 14% | -2.9 | 1141 | x | x | 0.4 | 1415 | 18% | i | -0.69 | -0.21 | -0.3 | 0.51 | x | x | x | x | x
# CC(=O)Nc1ccc(NC(=O)C2CC(=O)N(Cc3ccccc3)C2)cc1 (stereo not drawn) in the list: 2.4% | -1.7 | 1113 | i | -7 | -0.8 | 1394 | -5% | x | -0.48 | -0.21 | -0.2 | 0.3 | 3.9 | 1.6 | 7.4 | -10 | 4
# O=C(O)CCC(=O)NC(c1ccccc1)c1ccccc1 in the list: -2.0% | 0.4 | 1496 | i | 29 | 1.1 | 1483 | -1% | i | 0.0056 | -0.33 | -0.5 | 0.3 | 2.9 | 2.0 | 6.7 | -7 | -12
